# GLS inh: inhibitors of human glutaminase (GLS); GLS enzymatic activity, qHTS titration; O94925; AID 624170; 410,000 tested, 0.21% active; Potency, µM (titrated, usually from 45.5 µM), for the others: at the highest dose activity change, negative = inhibition, usual class: inhibitors; note: % is set by controls: 0 for no effect and ±100 for the full control effect
#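 Compounds were pin-transferred onto hKGA, after which L-glutamine (1 mM solution) and a detection mix of glutamate oxidase, HRP and Amplex Red were added. Initial and 30 min RT fluorescence reads were collected.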
# RGS4 inh: blocks human RGS4-accelerated GTP hydrolysis; P49798; 390,000 tested, 0.039% active; Transcreener GDP fluorescence polarization, RGS4-accelerated GTP hydrolysis; Potency, µM (top dose mostly 114 µM), without a hit: at the highest dose activity change, negative = inhibition, actives largely listed as inhibitors; AID 504845; note: % is set by controls: 0 for no effect and ±100 for the full control effect; nearly all actives have a fitted effect of over 75% in size; some results filed as inactive show a strong effect at the top dose
# Target sequence (P49798 whole entry, looked up): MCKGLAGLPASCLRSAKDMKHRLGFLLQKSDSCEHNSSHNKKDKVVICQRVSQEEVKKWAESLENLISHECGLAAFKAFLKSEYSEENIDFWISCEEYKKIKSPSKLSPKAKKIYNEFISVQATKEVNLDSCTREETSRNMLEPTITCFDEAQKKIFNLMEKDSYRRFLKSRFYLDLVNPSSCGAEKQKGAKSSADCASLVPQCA
#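 MLSMR compounds (23 nl, pin-transferred) preincubated 10 min at room temperature with a 500nM (2x) first reagent, then RGS4 at 900nM (2x) plus Transcreener GDP mix added; fluorescence polarization (620/688 nm) read before and after 90 min at 30 °C.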
# JMJD2A Tudor: JMJD2A Tudor domain (human) inhibition; O75164; AlphaScreen JMJD2A-Tudor / H3K4me3 peptide binding; Potency, µM (series often up to 114 µM), inactives show at the top dose activity change, negative = inhibition, hits mostly inhibitors; 390,000 tested, 4.4% active; AID 504339; note: % is set by controls: 0 for no effect and ±100 for the full control effect; nearly all actives have a fitted effect of over 50% in size
# Pin1 inh: human Pin1 inhibition | Q13526 | Pin1 FP peptide displacement, HiFluor488, 10 min | Potency, µM (titrated, usually from 115 µM), for inactives: at the highest dose activity, negative = inhibition, actives largely listed as inhibitors | 390,000 tested, 0.009% active | AID 504891; active = well fitted inhibition curve with a large enough effect in the polarisation, with a control signal flat, not every such curve was filed as active; inconclusive = small, poorly fitted or top-dose-only effect, or effect the other way, or a change in a side signal; inactive = no such curve, though single readings can be large or run the other way; the % refers to the polarisation; note: % is set by controls: 0 for no effect and ±100 for the full control effect
# Target sequence (Q13526 whole entry, looked up): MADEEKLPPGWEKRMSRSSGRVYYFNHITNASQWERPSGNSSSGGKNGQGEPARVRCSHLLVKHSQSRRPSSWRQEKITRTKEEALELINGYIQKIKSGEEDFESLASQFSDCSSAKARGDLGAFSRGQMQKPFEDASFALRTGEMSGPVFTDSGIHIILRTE
# HP1b binding inh: inhibitors of HP1-beta chromodomain binding to methylated histone tails | P83916 | AlphaScreen HP1-beta / biotin-H3K9me3 peptide binding | Potency, µM (top dose mostly 114 µM), inactives show at the top dose activity change, negative = inhibition, actives largely listed as inhibitors | 390,000 tested, 0.56% active | AID 540317; note: nearly all actives have a fitted effect of over 70% in size; inactives centre near 23
#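 Compound inhibition of the preformed complex between 50 nM HP1-beta and 50 nM biotinylated H3K9me3 peptide was read by AlphaScreen. Buffer was PBS pH 7.4 with 0.01% Tween-20. Incubations ran 30 min at room temperature, with 10 ug/mL donor/acceptor beads.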
# Tb PGK inh: inhibitors of T. brucei phosphoglycerate kinase; PGK/GAPDH coupled, Kinase-Glo luminescence, 60 min; Potency, µM (doses to about 57.5 µM), for the others: at the highest dose activity change, negative = inhibition, usual class: inhibitors; 380,000 tested, 0.043% active; AID 602233; note: % is set by controls: 0 for no effect and ±100 for the full control effect; nearly all actives have a fitted effect of over 60% in size
#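 Recombinant glycosomal PGK reaction used 1,3-bisphosphoglycerate generated in-well by GAPDH (100nM final) in 100mM TEA pH 7.6, 5mM MgCl2, 0.01% Tween-20. After 60 minutes at room temperature, ATP was read by Kinase-Glo Plus luminescence end-point.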
# 12-LOX inh: ALOX12 (human) lipoxygenase inhibition. P18054. purified 12hLO, xylenol orange hydroperoxide absorbance. Potency, µM (top dose mostly 108 µM), inactives show top-dose activity change, negative = inhibition, most hits filed as inhibitors. 580,000 tested, 1.1% active; note: % is set by controls: 0 for no effect and ±100 for the full control effect
# Target sequence (P18054 whole entry, looked up): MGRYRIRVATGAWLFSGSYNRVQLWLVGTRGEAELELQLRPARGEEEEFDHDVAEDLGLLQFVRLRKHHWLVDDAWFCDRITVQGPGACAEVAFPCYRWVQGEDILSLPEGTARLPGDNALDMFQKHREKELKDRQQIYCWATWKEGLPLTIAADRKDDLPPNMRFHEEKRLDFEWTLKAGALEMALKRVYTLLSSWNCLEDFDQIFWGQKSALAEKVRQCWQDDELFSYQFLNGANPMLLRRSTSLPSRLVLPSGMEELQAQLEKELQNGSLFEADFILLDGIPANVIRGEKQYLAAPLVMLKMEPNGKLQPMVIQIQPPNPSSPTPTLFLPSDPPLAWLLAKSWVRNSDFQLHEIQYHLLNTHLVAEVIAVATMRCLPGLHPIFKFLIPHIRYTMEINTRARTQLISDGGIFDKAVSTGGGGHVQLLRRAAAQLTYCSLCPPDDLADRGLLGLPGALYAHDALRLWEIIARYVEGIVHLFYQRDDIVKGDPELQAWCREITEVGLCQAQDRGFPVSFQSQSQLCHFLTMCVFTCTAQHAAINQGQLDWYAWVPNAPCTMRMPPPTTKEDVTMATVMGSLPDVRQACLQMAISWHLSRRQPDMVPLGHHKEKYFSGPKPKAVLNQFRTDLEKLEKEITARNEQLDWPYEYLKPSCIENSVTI
#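 Hydroperoxide product was detected by ferrous iron/xylenol orange as the 573 to 405 nm absorbance ratio. Arachidonic acid at 40 uM (final) was turned over for 30 min at room temperature by 150 nM human 12hLO, pH 7.0 Hepes buffer, after 15 min compound preincubation.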
# TrxR1 inh: rat TrxR1 inhibition; recombinant rTrxR1, NADPH fluorescence consumption, selenite substrate; O89049; 390,000 tested, 1% active; Potency, µM (top dose mostly 114 µM), for inactives: at the top dose activity change, negative = inhibition, hits mostly inhibitors; AID 588453; note: % is set by controls: 0 for no effect and ±100 for the full control effect; nearly all actives have a fitted effect of over 65% in size
#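 Rat TrxR1 (90 nM in the dispensed reagent) was pre-reduced with 400 uM NADPH for 5 min at room temperature, then incubated with compound for 15 min. After 400 uM selenite was added, NADPH fluorescence (Ex 340/Em 450 nm) was followed for 8 min.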
# ERG-DNA inh: inhibitors of human ERG Ets domain-DNA interaction. fluorescence polarization, His-ERG Ets domain / labelled DNA. Potency, µM (highest dose often 76.9 µM), inactives show at the highest dose FP activity, negative = inhibition, usual class: inhibitors. 370,000 tested, 0.028% active; active = well fitted inhibition curve with a large enough effect in the polarisation, with a control signal flat; inconclusive = small, poorly fitted or top-dose-only effect, or effect the other way, or a change in a side signal; inactive = no such curve, though single readings can be large or run the other way; the % refers to the polarisation;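 note: polarization taken with two DNA probes labelled with fluorescein and Texas red; % of control where 0% means no effect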
#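 His-tagged ERG Ets domain (1 uM in the protein solution; 300mM KCl, 50mM Tris-HCl, 1mM EDTA, 1mM DTT, pH 7.5) received compound, then a probe mix of 5 nM fluorescein-DNA and 100nM Texas-615-DNA. Fluorescence polarization was read for both dyes.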
# Active calls of the source: *; i = inactive; u = inconclusive; x = not tested or not shown; & = joins results of further samples; [ ] = remark or other dose. Unless noted, calls come from the whole dose curve; as a rule, active = well fitted curve in the direction sought with a large enough effect; inconclusive = small, poorly fitted or top-dose-only effect, or another doubt; inactive = no such curve, though single readings can be large; an effect the other way counts as inactive or inconclusive. Potency is the fitted concentration of half-maximal effect. An excerpt; rates above refer to the full screens.
GLS inh | RGS4 inh | JMJD2A Tudor | Pin1 inh | HP1b binding inh | Tb PGK inh | 12-LOX inh | TrxR1 inh | ERG-DNA inh | molecule
0% | 3% | -15% | 3% | 14% | -13% | 1% | 12% | -16% | CCc1nnc(NC(=O)C2Cc3ccccc3CN2S(=O)(=O)CC)s1 (stereo unspecified)
2% | -31%[56.9 µM] | -19% | -3% | 69%[activator] | -4% | 0% | -17% | 9% | COc1ccc(C(=O)CC(=O)C(=O)Nc2cccc(C(C)=O)c2)cc1
8% | 34% | -6% | 7% | 30% | -5% | 225%[activator] | 31% | 10% | COc1ccc(/C=C/C(=O)NCC(=O)n2nc(C)cc2C)cc1
0% | u | -13%[11.4 µM] | 21% | u | 5% | -27% | 11%[57.1 µM] | 4% | COc1ccc(/C=C2\SC(=S)N(CCCC(=O)NNC(=O)c3ccccc3O)C2=O)cc1
93%[activator] | u | 40µM* | 17% | u | -4% | x | -35% | x | CC(=O)N1CCN(c2ccc(NCc3ccc(-c4cccc(Cl)c4)o3)cc2)CC1
-3% | 11% | 313%[activator] | 15% | 356%[activator] | -5% | -8% | 76%[activator] | -8% | Cc1cccc(N(C)S(=O)(=O)c2nnc(NC(=O)C3CCCCC3)s2)c1
2% | 30% | -33% | -1% | -3% | -1% | 21% | -4% | -4% | COc1c(C)cc(Br)cc1C(=O)Nc1cccc(NC(=O)c2ccco2)c1
-13% | -12% | 6% | 16% | 18% | -4% | 0% | 53%[activator][57.1 µM] | 4% | O=C(Nc1ccc2oc(-c3ccc4ccccc4c3)nc2c1)c1ccc2c(c1)OCCO2
6% | 34% | -1% | -2% | 26% | i | 0% | 4% | 3% | CCCCNC(=O)CN(c1cccc(Br)c1)S(C)(=O)=O
-12% | -16% | -8% | 17% | 4% | -1% | 6% | 19%[57.1 µM] | 4% | NC(=O)C(=O)NCCCN1CCOCC1
-1% | -4% | -17% | 5% | 36% | i | -17% | 12%[57.1 µM] | 9% | Cc1ccc(S(=O)(=O)N2CCC(C(=O)OCC(=O)N3CC(=O)Nc4ccccc43)CC2)cc1
3% | 6% | -8% | -2% | 21% | -3% | 5% | 6% | -2% | COc1ccc(C(=O)N2CCN(c3ccccc3)CC2)cc1S(=O)(=O)NC1CC1
35%[activator] | -45% | u | -6% | -8% | -3% | 0% | -1% | -20% | Cc1ccccc1OCC(=O)NNC(=S)NC(=O)c1ccco1
u | u | 79µM* | 11% | -23% | 1% | x | 50µM* | -5% | C#CCOCCOCCOCCNc1nc(N2CCN(C(=O)CCCCCCCCCCNC(=O)[C@H](CCCCN)n3cc(CCO)nn3)CC2)nc(N2CCN(C(=O)CCCCCCCCCCNC(=O)[C@@H]([C@H](C)O)n3cc(C)nn3)CC2)n1
-10% | -13% | -6% | -6% | 21% | i | 0% | 9% | -3% | CCN(CC)S(=O)(=O)c1ccc(/C=C/C(=O)O)cc1
1% | -21% | -9% | 4% | 59%[activator] | -7% | -16% | -1% | 7% | O=C(c1ccc(C(F)(F)F)cc1)N1CCC(=O)N(C(COCc2ccc(Cl)cc2)Cc2ccccc2)CC1 (stereo unspecified)
18% | 23% | -6% | 4% | 32%[activator] | i | -13% | 11% | -7% | CCCNC(=O)COc1coc(CN2CCN(c3ccc(F)cc3)CC2)cc1=O
2%&1% | -3%&8% | u | -2%&8% | 13%&2% | -9%&11% | -5%&-12% | -3%&16% | u | Cc1cccc(N2CCN(C(=O)C3CCN(c4ncnc5c4nc4n5CCCCC4)CC3)CC2)c1C
6% | -9% | -33% | 5% | 3% | i | -21% | 12% | x | O=C(CC1c2ccccc2Oc2ccccc21)N1CCN(c2ccccn2)CC1
1% | -24% | 2% | u | 23%[57 µM] | i | 1% | 9%[57.1 µM] | 1% | CC(=O)c1ccc(NC(=O)Cn2cnc3nc4c(cc3c2=O)CC(C)CC4)cc1 (stereo unspecified)
4% | 10% | -16% | -5% | 57%[activator] | i | 0% | 19%[57.1 µM] | 10% | CCOC(=O)c1noc2ncnc(Nc3ccc(C)c(F)c3)c12
0% | -10% | -20% | 17% | 22% | 9% | 5% | 25% | 1% | COc1ccc(-n2c(=O)c3c4c(sc3n(Cc3ccc(F)cc3)c2=O)CCCC4)c(OC)c1
0% | 12% | 1% | -10% | 48%[activator] | -8% | -5% | -5% | -2% | CN(CC(O)COc1ccccc1F)C1CCCCC1 (stereo unspecified)
14% | 10% | -11% | 3% | 8% | 1% | -15% | -12% | 1% | Cc1ccc(C(=O)N/C(=C\c2ccc(C(C)C)cc2)C(=O)NCCCN2CCOCC2)cc1
1% | -24% | -11% | 4% | 20% | -9% | 20% | -7% | 8% | O=C(Cn1ncc2c3ccccc3n(Cc3ccccc3)c2c1=O)NCCCN1CCOCC1
15% | -30% | -21% | 5% | 25% | -2% | -3% | 13%[57.1 µM] | 3% | CC(Oc1ccc(Cl)cc1Cl)C(=O)Nn1cnnc1 (stereo unspecified)
2% | -23% | -9% | -4% | 41%[activator] | -2% | 0% | 4%[57.1 µM] | -11% | COc1cccc(C(=O)Nc2ccc(NC(=O)C3CC=CCC3C(=O)O)cc2)c1 (stereo unspecified)
-13% | -53% | u | -1% | -9% | -7% | 40µM* | 2% | -4% | O=C(O)Cn1cc(C(=S)N2CCCCC2)c2ccccc21
-3% | 5% | 2% | -11% | 28% | i | 10% | 8% | 3% | O=C(Cc1c(C(=O)O)[nH]c2ccccc12)Nc1cccc(C(F)(F)F)c1
-7% | 2% | -27% | -7% | 5% | -11% | -23% | 16% | 1% | CCOc1ccccc1CNC(=O)CCCN1C(=O)c2cccnc2Oc2ccc(Cl)cc21

# Continued; the last two above are carried over.
GLS inh | RGS4 inh | JMJD2A Tudor | Pin1 inh | HP1b binding inh | Tb PGK inh | 12-LOX inh | TrxR1 inh | ERG-DNA inh | molecule
-3% | 5% | 2% | -11% | 28% | i | 10% | 8% | 3% | O=C(Cc1c(C(=O)O)[nH]c2ccccc12)Nc1cccc(C(F)(F)F)c1
-7% | 2% | -27% | -7% | 5% | -11% | -23% | 16% | 1% | CCOc1ccccc1CNC(=O)CCCN1C(=O)c2cccnc2Oc2ccc(Cl)cc21
-6% | 11% | 0% | -6% | 54%[activator] | -4% | 3%&0% | 33% | 5% | Cc1ccc(CCNC(=O)c2ccc3c(Cl)c4c(nc3c2)CCCC4)cc1
3% | -12% | -17% | 2% | -4% | 0% | u | -2% | x | O=C(COC(=O)c1ccc[n+]([O-])c1)Nc1ccc(Cl)cc1[N+](=O)[O-]
0% | 0% | 0% | -8% | 27% | -7% | -9% | 7% | 2% | O=C(Cn1c(=O)nc(-c2ccccc2)c2cc(Cl)ccc21)NCCc1ccc(Cl)cc1
26% | 3% | -12% | -15% | 22% | 4%[11.5 µM] | -17% | -8% | x | O=C(c1ccccc1)N1CCN(c2ccc(Cl)cc2)CC1
-11% | 14% | -6% | 38%[activator] | 35% | 0% | -13% | 49%[activator] | -15% | COc1ccc(-c2c(C#Cc3ccsc3)c3cc(-c4ccc5c(c4)OCCO5)ccc3n2C)cc1
0% | 26% | -3% | -12% | 19% | 2% | u | -3%[57.1 µM] | -2% | CCNC(=O)CCS(=O)(=O)c1ccc2ccccc2c1
-5% | -16% | 7% | -12% | 41%[activator] | 2% | u | 4% | -5% | CCC(C)Oc1ccc(C(=O)Nc2ccc(CN3CCOCC3)cc2)cc1 (stereo unspecified)
11% | -3% | -14% | -6% | 43%[activator] | i | u | 7%[57.1 µM] | 0% | Cc1cc(C)cc(Nc2cc(C(=O)NCCCN(Cc3ccccc3)C(C)C)c3ccccc3n2)c1
-2% | -10% | -6% | 2% | 28% | -2% | 1% | -14% | 15% | NS(=O)(=O)c1ccc(CNC(=O)CCS(=O)(=O)Cc2ccccc2)cc1
0% | 9% | -5% | -1% | 25% | 3% | -14% | 7% | -19% | CC(C)NC(=O)COc1ccc(S(=O)(=O)N(C)Cc2ccccc2)cc1
9% | 3% | -4% | -4% | 75%[activator] | i | 10%&0% | 3% | -2% | O=C(/C=C/c1ccc(Cl)cc1)N1CCC(c2nc3ccccc3o2)CC1
-1% | 0% | -15% | -2% | 23% | -6% | u | 5% | 6% | C/C=C/C(=O)Nc1cccc(C2=NOC3(C2)C[C@H](C(N)=O)N(C(=O)/C=C/C)C3)c1 (stereo partly specified)
x | 22% | 8% | -1% | 12% | -3% | -3% | 3% | -1% | CCOc1cc2[nH]c(=O)n(CCC(=O)NCc3ccc(OC)cc3)c(=O)c2cc1OCC
-9% | 20% | -17% | -6% | 6%[57 µM] | -5% | -9% | -70%[57.1 µM] | 26% | Cn1cnc([N+](=O)[O-])c1S(=O)(=O)Nc1ccccc1
0% | 1% | -14% | 6% | -2% | -6% | -25% | 21% | 16% | Cc1ccc(NC(=O)c2ncn(CC(=O)N3CCN(c4ccccn4)CC3)n2)cc1C
-16% | -40% | u | u | 5% | i | -25% | u | 0% | CCCCC(=O)Nc1cccc(NC(=S)NC(=O)C(C)C)c1
-3% | 17% | -27% | u | 9% | -7% | -14% | 31% | 0% | Cc1ccc(OCC(=O)Nc2ccc3nc(SCC(=O)N(C)c4ccccc4)sc3c2)cc1
7% | 31% | -10% | 3% | 40%[activator] | -2% | 418%[activator] | -13% | 4% | CSc1nc(NC(C)=O)nc(C)c1Cl
-5% | -23% | -16% | -3% | 52%[activator] | i | 24%&3% | 7%[57.1 µM] | -4% | c1ccc(OCc2nn3c(-c4ccncc4)nnc3s2)cc1
-11% | 10% | u | -24% | 26% | 14% | -27% | 10%[0.457 µM] | 0% | O=C(Nc1nc2nc(-c3ccccc3)cc(=O)n2[nH]1)c1ccc(Cl)cc1

# Compound activity deposited in PubChem BioAssay by National Center for Advancing Translational Sciences (NCATS).
